sdo1 growth: compounds rescuing growth of sdo1-depleted yeast, bone marrow failure model; S. cerevisiae sdo1-depleted JHY4D growth rescue, OD600 30 h; stronger effect = higher value; pdr5 snq2 efflux-pump mutant strain; AID 817; z-score at 10 µM; actives 0.21% (n = 140,000);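 active = z-score above 3 at both the 24 hr and the 30 hr optical density reads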;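 also: z-score against mean and SD of all compound wells on the same plate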
Insulin prom inh: TRM-6 insulin promoter activity inhibition. TRM-6 cells (human fetal islet line), insulin promoter-eGFP reporter, imaging; reporter expression induced with tamoxifen. inhibition, % at 2 µM. actives 0.9% (n = 130,000). AID 1273;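 active = inhibition above the mean plus 3 SD, with well images judged a real hit on visual review, cut at about 60% in these data, passing the limit was not always enough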
sdo1 growth Rescue 24 h: second read-out of sdo1 growth, no call of its own (marks repeat the call); z-score; S. cerevisiae sdo1-depleted JHY4D growth rescue, OD600; measured here: growth rescue at 24 h;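 0 is the plate mean of compound wells and units are plate SD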
An asterisk follows results filed as active; i = inactive; . = no result given.

The opening 3 records (preview)
SMILES	sdo1 growth	sdo1 growth Rescue 24 h	Insulin prom inh
COC(=O)CCC(=O)Nc1sc(C)c(C)c1C(N)=O	0.81	1.65	.
Cc1nn(-c2ccccc2)c2c1C(c1ccc(Cl)cc1)N(c1ccccc1)C(=O)N2 (stereo unspecified)	-0.47	-0.08	3.2
COc1cccc(OC)c1C(=O)OCC(=O)NCC(C)C	.	.	0.0

The list itself (from the top)
SMILES	sdo1 growth	sdo1 growth Rescue 24 h	Insulin prom inh
COC(=O)CCC(=O)Nc1sc(C)c(C)c1C(N)=O	0.81	1.65	.
Cc1nn(-c2ccccc2)c2c1C(c1ccc(Cl)cc1)N(c1ccccc1)C(=O)N2 (stereo unspecified)	-0.47	-0.08	3.2
COc1cccc(OC)c1C(=O)OCC(=O)NCC(C)C	.	.	0.0
O=C1c2cccnc2C(=O)N1Cc1ccc2c(c1)OCO2	0.25	0.27	3.7
CCCn1nnnc1SCC(=O)N1CCN(C(=O)c2ccco2)CC1	0.64	-0.09	-57.9
O=C(CCNC(=O)OCc1ccccc1)NC1CCCCC1	0.91	1.8	20.0
Cc1ccc2c(Cl)c(C)c(N3CCCCC3)nc2n1	-1.88	-1.09	83.3*
C[C@H](NC(=O)Nc1cccc(C(F)(F)F)c1)C(=O)O	-0.08	-0.97	-5.3
CCOC(=O)N1CCN(C(=O)CSc2nnc(COc3ccccc3)o2)CC1	-0.39	-0.7	.
O=C(NCc1ccccc1)C(c1ccccc1)N(Cc1ccc2c(c1)OCO2)C(=O)Cc1cccs1 (stereo unspecified)	-1.18	-1.25	-94.6
COc1ccc(Cl)cc1NC(=O)CN1C(=O)CSC1=O	-0.2	-0.59	12.1
O=C(c1ccco1)N1CCN(C(=O)c2ccccc2[N+](=O)[O-])CC1	.	.	-38.5
Cc1ccc(C)c(Cc2c(C)nc3c(C(=O)NCc4ccc5c(c4)OCO5)cnn3c2C)c1	0.86	-0.47	5.6
CN(Cc1ccccc1)C(=O)CN(c1ccc(F)cc1)S(=O)(=O)c1ccc2c(c1)OCCO2	-1.72	-0.23	53.9
CCCC(=O)NCCCc1nc2ccccc2n1C(C)C	0.06	-0.59	.
O=C(NCc1nnc(SCc2ccc(F)cc2)n1-c1ccccc1)C12CC3CC(CC(C3)C1)C2	-0.47	-0.74	.
CCOC(=O)c1c(NC(=O)CSc2ncnc3ccccc23)sc(C(C)=O)c1C	1.22	0.94	7.7
CC/C(=N\NC(=O)C(N)=O)c1ccccc1O	0.7	0.58	-69.2
Cc1ccc(-c2cc(C(=O)N3CCOCC3)c3ccccc3n2)cc1	0.69	0.54	-23.8
C=C(C)CC(NCCc1ccccc1)c1ccco1 (stereo unspecified)	.	.	i
Cc1c2cnn(CC(=O)O)c(=O)c2c(C)n1Cc1ccccc1	1.29	1.08	.
CC(C)Sc1nc2c(c(=O)[nH]c(=O)n2C)n1CCc1ccccc1	-0.7	-0.15	-12.9
O=C(CSc1nnc(Cc2ccccc2)n1Cc1ccco1)NC1CCCC1	-0.46	-1.36	-23.1
Cn1c(=NC(=O)CSCC(=O)N2CCCC2)sc2ccccc21	0.82	0.02	37.9
O=C(Nc1ccc(F)cc1)c1cccnc1N1CCOCC1	0.21	-0.25	10.5
SMILES	sdo1 growth	sdo1 growth Rescue 24 h	Insulin prom inh
Cc1nn(CCC#N)c(NC(=O)c2ccc(Cl)cc2Cl)c1P(=O)(Nc1ccc([N+](=O)[O-])cc1)N1CCOCC1 (stereo unspecified)	0.65	0.06	-21.4
Cc1ccc(N=C(NO)c2nonc2N)c(C)c1	-0.69	-1.8	38.5
O=C(CN(Cc1ccccc1)C(=O)CCC(=O)Nc1nccs1)NCc1ccco1	1	1.39	-5.3
O=C(CCCOc1ccccc1)Nc1ccc(Br)cc1	.	.	43.2
CC(=O)c1cccc(NC(=S)NC(=O)C(C)C)c1	0.13	-0.33	-9.8
Cc1ccc(-c2nc3c(c(=O)c4ccccc4n3C)c(=O)n2-c2ccccc2)cc1	-0.16	0.05	-9.7
CCCCCNc1nc2ccccc2nc1NS(=O)(=O)c1cccs1	-0.81	-0.51	-25.0
COc1ccc(NC2c3ccccc3C(=O)N2Cc2ccco2)cc1OC (stereo unspecified)	-0.16	-0.72	.
Cc1ccc(N(CC(=O)NCc2cccs2)S(=O)(=O)c2cccs2)cc1	-0.77	-0.86	.
COc1ccc(/C=N/NC(=O)c2nc(-c3ccccc3)cc(-c3ccccc3)n2)cc1OC	-0.7	0.6	.
Cc1cc2cc(CN(Cc3cccs3)C(=S)NCc3ccco3)c(=O)[nH]c2cc1C	-0.26	0.03	-10.5
O=C(O)Cc1ccc2sc(-c3ccccc3)nc2c1	0.45	-0.07	27.8
Cn1c(=O)c2c(SCC(=O)Nc3ccc4c(c3)OCCO4)nc(CC(C)(C)C)nc2n(C)c1=O	-1.24	-1.38	.
CC(=O)N/C(=C\c1ccccc1Cl)C(=O)O	0.68	0.55	45.0
Cc1ccc(CCNC(=O)CN(C)S(=O)(=O)c2cnc[nH]2)cc1	1.72	1.95	-48.1
Clc1ccc(-n2ncc3c(NCC4CCCO4)ncnc32)cc1 (stereo unspecified)	0.34	-0.3	0.0
CC1(C)Cc2c(C#N)c(N3CCOCC3)nc(Cc3ccccc3)c2CO1	-0.85	-0.87	.
COc1cc(C(=S)NC2CCCCC2)ccc1O	-0.19	-0.5	37.9
CC(=O)c1cc2c(cc1NC(=O)CCC1CCCC1)OCO2	-0.64	-0.94	-3.3
O=C1c2[nH]nc(-c3ccccc3O)c2C(c2cccc(O)c2)N1Cc1ccco1 (stereo unspecified)	0.74	0.99	-28.6
CN(CC1CCCO1)S(=O)(=O)c1ccc(C(=O)NCc2ccccc2)cc1 (stereo unspecified)	.	.	23.1
COc1cccc(NC(=O)c2ccccc2-c2nc(-c3cccc(C)c3)no2)c1	-1.82	-1.19	-57.1
CC(C)CCNC(=S)Nc1ccc([N+](=O)[O-])cc1	-1.28	-0.63	-43.3
CCCCSc1nc(C)[nH]c1[N+](=O)[O-]	0.89	1.46	75.0*
CCCCn1c(NC(C)=O)c(C#N)c2nc3ccccc3nc21	0.48	0.27	.
SMILES	sdo1 growth	sdo1 growth Rescue 24 h	Insulin prom inh
O=C(NC1CCCCC1)/C(=N\O)c1ccccn1	0.34	-0.7	-54.5
C=CC[n+]1c(C)csc1Nc1ccc(C)cc1	.	.	2.4
Cc1sc2c(c1C)CN(C1CC(C)(C)NC(C)(C)C1)CN2C(=O)c1ccco1	0.92	1.15	2.8
O=C(N/N=C/c1ccccc1Cl)c1ccc(F)cc1	-0.03	-0.26	.
Cc1cccc(Cc2cnc(NC(=O)CN3C(=O)/C(=C/c4ccccc4)SC3=S)s2)c1	-0.29	-0.4	41.8
Cc1[nH]c2ccccc2c1CCN(Cc1cccs1)C(=S)Nc1ccccc1	.	.	24.3
COc1ccccc1N1CCN(C(=O)CSc2nc(C)c(C)c(=O)[nH]2)CC1	.	.	-48.8
CC1CN=C(N(C(=O)Nc2ccccc2)c2ccc(F)cc2)S1 (stereo unspecified)	-0.87	-0.52	.
CCCCP(=O)(CCCC)Cc1ccccc1O	0.77	0.67	i
Cc1ccc(C)c(NC(=S)Nc2cccc3cnccc23)c1	.	.	-23.8
CCOC(=O)C1CCCN(CC(O)COc2ccccc2C(C)=O)C1 (stereo unspecified)	-0.4	-0.19	-21.4
CCC(Sc1ccc2nnc(-c3ccc(F)cc3)n2n1)C(=O)OC (stereo unspecified)	-0.71	-0.54	-63.0
C(=N\n1cnnc1)/c1cn(-c2cccs2)nc1-c1ccccc1	-1.13	0.53	0.0
O=C(Nc1ccc2oc(-c3ccccc3)nc2c1)c1ccncc1	1.35	0.02	-12.9
Cc1cc(C(=O)N/N=C/c2cc(Br)cc([N+](=O)[O-])c2O)c2ccccc2n1	0.64	0.9	-60.0
CCC(C)[C@H](NC(=O)Nc1ccc(Oc2ccccc2)cc1)C(=O)O (stereo partly specified)	2.53	1.02	34.2
Clc1ccc(-c2noc(COc3ccccc3)n2)cc1	0.47	0.32	47.8
Cc1ccc(S(=O)(=O)N2CCC(=O)N(CCOCc3cccc(C)c3)CC2)cc1	0.06	0.06	-47.6
COc1ccc(-c2n[nH]c(=S)n2Cc2ccco2)cc1	0.66	0.78	26.7
Cc1ccc(S(=O)(=O)NCCCNS(C)(=O)=O)cc1	-0.07	0.06	-41.7
CC(C)(C)NC(=S)Nc1ccc(Nc2ccccc2)cc1	-0.87	-0.33	25.0
Cc1cc(C(=O)CSc2nc3ccccc3c(=O)n2C)c(C)n1CC1CCCO1 (stereo unspecified)	.	.	44.4
Cc1ccc2[nH]c3c(=O)n(CCN4CCOCC4)cnc3c2c1	-0.34	-0.64	18.4
O=C(NCc1ccc(Cl)cc1Cl)C(=O)N1CCCCC1	1.06	1.42	.
CSc1ccc(/C=C/C(=O)c2ccc(NC(=O)Cc3ccccc3)cc2)cc1	-1.64	-0.84	-3.3
SMILES	sdo1 growth	sdo1 growth Rescue 24 h	Insulin prom inh
CCOC(=O)c1cnn2c(C(F)(F)F)cc(-c3cn(C)nc3C)nc12	-0.52	-1.05	34.5
CCOC(=O)C1CCCN(C(=O)C2CCCN(S(=O)(=O)c3ccc4c(c3)oc(=O)n4C)C2)C1 (stereo unspecified)	0.15	-0.31	.
CCCCC(CC)C(=O)NCc1ccc(F)cc1 (stereo unspecified)	0.11	-0.25	-56.4
CCOC(=O)c1ccccc1NC(=S)N1CCC(N2CCCCC2)CC1	0.38	-0.12	17.2
O=C(CSc1nnc(CNc2ccccc2)o1)N1CCCc2ccccc21	-0.56	-0.99	-15.2
Cc1ccc(NC(=O)c2ncc(Cl)c(Cl)c2Cl)cc1C	.	.	57.1
CC/C(=N/NC(=O)c1ccc(Br)o1)c1ccc(Cl)cc1	-0.52	-0.26	-16.7
CN(C)c1ccc(/C=c2\sc3nc(-c4ccccc4)nn3c2=O)cc1	0.35	-0.29	0.0
O=C(c1ccc(-c2ccccc2)cc1)N1CCC(C(=O)N2CCCC2)CC1	-0.14	-0.4	22.2
O=C(CSc1nc(O)cc(=O)n1-c1ccccc1)c1ccc(Br)cc1	.	.	0.0
COc1ccc(C)cc1S(=O)(=O)N(C)CC(=O)Nc1ccc2c(c1)OCCO2	-0.59	-0.47	-12.5
COc1cc(N2C(=O)CSC23C(=O)Nc2ccccc23)cc(OC)c1OC (stereo unspecified)	0.48	0.31	-17.4
CCOC(=O)CNC(=O)c1cc(OC)cc(OC)c1	.	.	43.8
O=C(NCCc1ccccc1)c1cccnc1	0.53	-0.16	-21.4
Cc1cc(C)c(S(=O)(=O)N2CCCOC2CNC(=O)C(=O)NCc2ccncc2)c(C)c1 (stereo unspecified)	0.83	0.12	.
CN(C)c1cc(N)c2ccccc2n1 (tested in a mixture with another compound)	0.48	-0.27	-12.5
N#Cc1c(-c2ccncc2)c2c([nH]c1=S)CCCC2	0.29	0.12	20.9
CC1(C)CC(=O)C=C(NCCCNC2CCCCC2)C1	1.17	1.12	-83.3
CCOc1ccc(NC(=O)CN2CCN(CC(=O)Nc3ccc(OC)cc3)CC2)cc1	-0.24	-0.48	27.9
CCOC(=O)c1c(NC(=O)Cn2nnc(-c3ccccc3Cl)n2)sc(C)c1C	-0.79	-0.4	0.0
Cc1cccc(Nc2c(-c3ccc(N4CCOCC4)cc3)nc3ncccn23)c1	0.63	1.13	41.5
COCCN(C(=O)/C=C/c1ccccc1)c1c(N)n(Cc2ccccc2)c(=O)[nH]c1=O	.	.	-18.2
CCC1=C/C(=C/c2sc3ccccc3[n+]2CC)CC(C)(C)C1	.	.	-18.8
CSC1CCCCC1(O)CSc1nc2c(cc1C#N)CCCC2 (stereo unspecified)	-1.22	-1.24	8.3
CCCC(=O)NC(=S)N1CCN(c2ccc([N+](=O)[O-])cc2)CC1	0.42	0.12	-6.5

5 consecutive entries out of the list so far, quoted:
SMILES	sdo1 growth	sdo1 growth Rescue 24 h	Insulin prom inh
CCOC(=O)c1c(NC(=O)Cn2nnc(-c3ccccc3Cl)n2)sc(C)c1C	-0.79	-0.4	0.0
Cc1cccc(Nc2c(-c3ccc(N4CCOCC4)cc3)nc3ncccn23)c1	0.63	1.13	41.5
COCCN(C(=O)/C=C/c1ccccc1)c1c(N)n(Cc2ccccc2)c(=O)[nH]c1=O	.	.	-18.2
CCC1=C/C(=C/c2sc3ccccc3[n+]2CC)CC(C)(C)C1	.	.	-18.8
CSC1CCCCC1(O)CSc1nc2c(cc1C#N)CCCC2 (stereo unspecified)	-1.22	-1.24	8.3

More compounds follow:
SMILES	sdo1 growth	sdo1 growth Rescue 24 h	Insulin prom inh
CCCn1c(NCc2cccc(OC)c2OC)nc2ccccc21	0.42	0.66	-10.0
O=C1c2nccnc2C(=O)N1c1ccc(F)cc1	.	.	25.0
COC(=O)c1ccc(OC(=O)CCc2cc(OC)c(OC)c(OC)c2)cc1	.	.	11.1
CC12COC3(C(=O)Nc4nccs4)CC1CCC32C (stereo unspecified)	-0.34	-0.78	-5.6
CCOCCOC(=O)C(C)Sc1n[nH]c(=O)[nH]c1=O (stereo unspecified)	1.31	1.26	.
CCCC(c1nnnn1CC(=O)OCC)N(Cc1cc2c(C)cc(C)cc2[nH]c1=O)C1CCCC1 (stereo unspecified)	-0.21	-0.51	.
Cc1nn(CC(=O)Nc2nnc(CC(=O)N3CCCC3)s2)c(=O)c2ccccc12	.	.	30.8
O=C(N/N=C\c1ccc(Sc2ccccn2)o1)c1cccc(Br)c1	-1.12	-1.32	.
Cc1nc2ccc(NC(=O)c3ccc(S(=O)(=O)N4CCOCC4)cc3)cc2s1	-0.42	-0.91	6.7
Cc1ccc2cc(C=C(C#N)C#N)c(N3CCCCC3)nc2c1	-1.49	-0.8	0.0
Cc1ccc(N2CCCn3c2cc(C)c(C#N)c3=O)cc1Cl	-0.93	-1.62	5.3

The list is partial; rates above refer to the full screens.
